IDE cell activ: activators of human insulin-degrading enzyme in cells | actives 0.073% (n = 340,000) | activation, % at 5.96 µM | HEK cells, FAbeta-B cleavage, fluorescence polarization; 0% vehicle, 100% cell-free pure enzyme wells;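 active means activation above the mean of all tested compounds plus 3 SD, set per screening campaign, cut at about 17% in these data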
Target sequence (P14735 whole entry, looked up): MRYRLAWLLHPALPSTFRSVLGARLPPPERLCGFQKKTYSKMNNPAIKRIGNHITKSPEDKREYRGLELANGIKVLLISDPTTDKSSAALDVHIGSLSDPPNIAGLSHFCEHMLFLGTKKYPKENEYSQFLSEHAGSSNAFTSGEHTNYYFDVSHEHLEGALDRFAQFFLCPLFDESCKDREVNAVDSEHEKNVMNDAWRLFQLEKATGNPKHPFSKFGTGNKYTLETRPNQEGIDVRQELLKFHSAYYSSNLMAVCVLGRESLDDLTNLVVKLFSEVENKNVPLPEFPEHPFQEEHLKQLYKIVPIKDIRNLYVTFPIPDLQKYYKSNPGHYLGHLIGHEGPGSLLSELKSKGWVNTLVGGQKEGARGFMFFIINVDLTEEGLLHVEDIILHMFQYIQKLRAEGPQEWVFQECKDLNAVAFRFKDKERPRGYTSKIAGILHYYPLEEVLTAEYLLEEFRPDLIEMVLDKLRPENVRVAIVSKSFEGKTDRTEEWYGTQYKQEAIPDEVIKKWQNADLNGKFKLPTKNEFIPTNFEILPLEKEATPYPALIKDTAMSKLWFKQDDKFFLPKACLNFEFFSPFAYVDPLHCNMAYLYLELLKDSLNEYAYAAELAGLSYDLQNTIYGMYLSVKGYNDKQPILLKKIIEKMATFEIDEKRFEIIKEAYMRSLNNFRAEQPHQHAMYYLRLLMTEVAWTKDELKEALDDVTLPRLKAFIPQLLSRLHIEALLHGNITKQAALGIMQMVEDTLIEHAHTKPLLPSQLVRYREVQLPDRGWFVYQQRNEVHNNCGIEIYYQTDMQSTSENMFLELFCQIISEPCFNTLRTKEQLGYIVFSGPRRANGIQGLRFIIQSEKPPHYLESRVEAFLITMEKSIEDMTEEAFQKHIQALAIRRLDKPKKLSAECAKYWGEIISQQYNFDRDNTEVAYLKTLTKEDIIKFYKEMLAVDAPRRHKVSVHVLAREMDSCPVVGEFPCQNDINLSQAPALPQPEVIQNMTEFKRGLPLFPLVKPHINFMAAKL
IDE inh: inhibitors of human insulin-degrading enzyme in cells | P14735 | HEK cells, FAbetaB cleavage, fluorescence polarization | inhibition, % at 5.59 µM | actives 0.41% (n = 320,000) | AID 434962;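 active means percent inhibition above the average of all tested compounds plus 3 SD, set per screening campaign, cut at about 16% in these data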;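 further: IDE supplied by intact live HEK cells; FP after avidin binding of uncleaved biotin substrate so inhibition keeps polarization high; 0% = DMSO wells and 100% = 60 µM reference IDE inhibitor Ii1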
An asterisk follows results filed as active. Some of the compounds tested; the hit share may differ from the screen's.

`C[C@H](CO)N1C[C@H](C)[C@@H](CN(C)Cc2ccc(C(=O)O)cc2)Oc2c(NS(=O)(=O)c3cn(C)cn3)cccc2C1=O` gave IDE cell activ -1 and IDE inh 4.
For CC(=O)Nc1ccc(Nc2cc(C)nc3ccccc23)cc1 the results were IDE cell activ 3 and IDE inh 5.
COc1c2ccoc2nc2c(OC)c(OC[C@@H](O)C(C)(C)O)ccc12 was read as IDE cell activ 6 and IDE inh 4.
For CCOc1ccccc1NC(=O)COC(=O)CCOc1cc(C)ccc1C the results were IDE cell activ 1 and IDE inh 2.
For Nc1c(N(CCO)C(=O)C2CCCC2)c(=O)[nH]c(=O)n1Cc1ccccc1 the results were IDE cell activ 1 and IDE inh 1.
CC(=O)c1ccc(S(=O)(=O)Oc2ccc(C(=O)O)cc2Cl)cc1 was read as IDE cell activ 4 and IDE inh -4.
`Nc1ccn([C@H]2CS[C@@H](CO)O2)c(=O)n1` gave IDE cell activ -1 and IDE inh 2.
COc1ccc(C(C)=NNc2ccc([N+](=O)[O-])cc2S(=O)(=O)Nc2ccccc2C(=O)O)c(OC)c1 was read as IDE cell activ 5 and IDE inh -2.
COc1ccc(NC(=O)CSc2nnnn2C2CC2)cc1S(=O)(=O)N1CCOCC1 was read as IDE cell activ 3 and IDE inh -1.
For COc1ccc(OC)c(S(=O)(=O)N2CCN(CC(O)CN3CCOCC3)CC2)c1 (stereo unspecified) the results were IDE cell activ 3 and IDE inh -2.
O=C(CSc1cc(Cl)ccc1Cl)NC1CC1 was read as IDE cell activ -4 and IDE inh 1.
O=[N+]([O-])c1cccc(-c2nnnn2-c2cccc(F)c2)c1 was read as IDE cell activ -1 and IDE inh -1.
`CC(=O)c1cc2c(cc1NC(=O)Cc1ccsc1)OCO2` gave IDE cell activ 3 and IDE inh 9.
`COc1ccccc1C(=O)NC(=O)CSc1nnc(SC)s1` gave IDE cell activ 5 and IDE inh 1.
`O=C(CSc1ccccc1)N1CCN(c2ccc(F)cc2)CC1` gave IDE cell activ 5 and IDE inh 4.
CCN(C(=O)COC(=O)c1ccc(O)cc1)c1cccc2ccccc12 was read as IDE cell activ 2 and IDE inh -3.
`Cc1ccc(C(=O)c2c3ccc([N+](=O)[O-])cc3[n+]([O-])n2CCCN)cc1` gave IDE cell activ 0 and IDE inh -1.
Screening C=CC[C@@H](CC(=O)NCCO)C(=O)N[C@H](COC(=O)[C@H](CC=C)CC(=O)OC(C)(C)C)Cc1c[nH]c2ccccc12 returned IDE cell activ -2 and IDE inh 1.
Screening COc1ccc(N(Cc2ccccc2)S(=O)(=O)c2cccc(C(=O)Nc3ccccn3)c2)cc1 returned IDE cell activ -1 and IDE inh -2.
Screening CN(CC(=O)Nc1ccc(Cl)c(Cl)c1)C(=O)CN1C(=O)NC2(CCCC2)C1=O returned IDE cell activ 4 and IDE inh 0.
S=C(CN1CCCC1=S)N1CCOCC1 was read as IDE cell activ 2 and IDE inh 3.
CCCN(CC(=O)Nc1ccccc1C)C(=O)c1sc2ccccc2c1Cl was read as IDE cell activ 0 and IDE inh -1.
For CNc1snc(C)c1C(=O)OCC(=O)c1ccc(OC)c(F)c1 the results were IDE cell activ 3 and IDE inh -1.
`O=C(COC(=O)c1ccc(Cl)nc1)Nc1cccnc1Cl` gave IDE cell activ -1 and IDE inh 1.
CCN1C(=O)[C@@H]2[C@@H](c3ccc(-c4cccc(Cl)c4)cc3)N3CCC[C@@]3(C(=O)OC)[C@@H]2C1=O was read as IDE cell activ -3 and IDE inh 2.
Screening CCOc1ccc(CCNC(=O)C2CC(=O)N(c3ccc4c(c3)OCCO4)C2)cc1OCC (stereo unspecified) returned IDE cell activ 4 and IDE inh 0.
`O=C(COC(=O)[C@@H]1CCCN1S(=O)(=O)c1ccccc1F)NCc1ccc2c(c1)OCO2` gave IDE cell activ 3 and IDE inh 1.
For O=S(=O)(NCc1ccc(F)cc1)c1ccccc1Br the results were IDE cell activ 4 and IDE inh 0.
For COc1ccc(S[C@@H](CCN2CC[C@H](NC(=O)OCc3ccccc3)CCC2=O)c2ccccc2)cc1 the results were IDE cell activ 1 and IDE inh 6.
`CCN(CC(=O)Nc1ccc(NC(C)=O)cc1)C(=O)CCCOc1ccc(C(C)(C)C)cc1` gave IDE cell activ -2 and IDE inh 1.
For Nc1ccc(CCc2ccc(N)cc2)cc1 the results were IDE cell activ 6 and IDE inh 3.
For COc1ccc(CNCc2cc(Cl)ccc2O)cc1 the results were IDE cell activ 4 and IDE inh -2.
For COC(=O)c1cc(CNC(=O)C2CC(=O)N(c3ccc4c(c3)OCCO4)C2)ccc1OC (stereo unspecified) the results were IDE cell activ 0 and IDE inh 4.
Screening COc1ccccc1CNC(=O)C1CC2Cn3c(nc4cc(C)c(C)cc43)C2N1C (stereo unspecified) returned IDE cell activ 9 and IDE inh 2.
`COc1ccc(NC(=O)CSc2nnc3ccc(-c4ccccn4)nn23)cc1` gave IDE cell activ 0 and IDE inh -2.
`O=C(Cc1cccc(NC(=O)C2CCCN(C(=O)C3CCCCC3)C2)c1)Nc1cccc(C(=O)N2CCCC2)c1` (stereo unspecified) gave IDE cell activ -3 and IDE inh 2.
For O=C([C@@H]1CCCN1C(=O)c1cccs1)N1CCN(S(=O)(=O)c2cccc(F)c2)CC1 the results were IDE cell activ 4 and IDE inh 0.
CCCN(CC(=O)Nc1ccccc1OC)C(=O)CCNC(=O)c1ccccc1OC was read as IDE cell activ 4 and IDE inh 1.
For Cc1ccc(-c2csc(NC(=O)c3c(C)noc3C)n2)s1 the results were IDE cell activ -6 and IDE inh 5.
CCOC(=O)c1ccc(N2C(=O)[C@@H](c3ccccc3)[C@H]2c2ccccc2)cc1 was read as IDE cell activ -5 and IDE inh 6.
`Cc1ccc(C(=O)N2CC=C(c3ccccc3)CC2)o1` gave IDE cell activ 2 and IDE inh 6.
Screening O=C(NCCN1CCOCC1)c1cccc(S(=O)(=O)NCc2ccccc2)c1 returned IDE cell activ 1 and IDE inh -11.
Screening O=C(CCNC(=O)c1ccccc1)NNC(=O)c1ccc(F)cc1 returned IDE cell activ -2 and IDE inh -2.
Screening CC1(NC(=O)Nc2cccc(Br)c2)CCS(=O)(=O)C1 (stereo unspecified) returned IDE cell activ 7 and IDE inh -4.
C/C(=N\NC(=O)c1cccc(S(=O)(=O)N2CCCC2)c1)c1ccccc1F was read as IDE cell activ 1 and IDE inh 2.
CC(=O)Nc1ccc(C(=O)CN2C(=O)NC3(CCCCCC3)C2=O)c(F)c1 was read as IDE cell activ -1 and IDE inh -2.
`CC(=O)Nc1cccc(C)c1` gave IDE cell activ 4 and IDE inh -2.
`CCCCn1c(N)c(N(CC)C(=O)c2ccc(N(C)S(=O)(=O)c3ccc(C)cc3)cc2)c(=O)[nH]c1=O` gave IDE cell activ 3 and IDE inh 3.
`O=C(N[C@H](CO)[C@H](O)c1ccc([N+](=O)[O-])cc1)C(Cl)Cl` gave IDE cell activ 0 and IDE inh -1.
For Cc1ccc(S(=O)(=O)N2CCN(C(=O)c3ccccc3OCc3c(C)noc3C)CC2)cc1C the results were IDE cell activ 8 and IDE inh 10.
Screening CCN(CC)CCn1c2c(c(SCC(=O)Nc3cccc4ccccc34)nc1=O)CCCC2 returned IDE cell activ 3 and IDE inh 3.
For Cc1cccc(Nc2nnc(SC(C)C(=O)NC3CC3)s2)c1 (stereo unspecified) the results were IDE cell activ 2 and IDE inh 4.
`CC(Oc1ccccc1)C(=O)N1CCC2(CC1)Oc1ccc(F)cc1C(=O)C21CC(c2cccnc2)=NO1` (stereo unspecified) gave IDE cell activ 3 and IDE inh 8.
COc1ccc(NC(=O)N(C)C[C@H]2Oc3ccc(NS(=O)(=O)c4ccc(OC)cc4)cc3C(=O)N([C@H](C)CO)C[C@@H]2C)cc1 was read as IDE cell activ 3 and IDE inh 4.
For COc1ccc(CC(=O)OCC(=O)NCc2ccco2)cc1 the results were IDE cell activ 9 and IDE inh -5.
For CCN1C(=O)[C@@H]2[C@@H](c3ccc(-c4ccc(OC)cc4)c(OC)c3)N3CCCC[C@@]3(C(=O)OC)[C@@H]2C1=O the results were IDE cell activ 4 and IDE inh 1.
For O=C(CCC(=O)c1ccc(F)cc1)NCC1(N2CCCCC2)CCCCC1 the results were IDE cell activ 4 and IDE inh 6.
Screening COc1ccccc1C(=O)COC(=O)c1cccc(-n2cnnn2)c1 returned IDE cell activ 2 and IDE inh 2.
`CCOC(=O)N1CCN(S(=O)(=O)c2ccc(C(=O)N(CCCN(C)C)c3nc4cc(OC)ccc4s3)cc2)CC1` gave IDE cell activ 5 and IDE inh 3.
`c1ccc(-c2cc(-c3ccccc3)ncn2)cc1` gave IDE cell activ 2 and IDE inh 0.

The list goes on (seven carried over from the part before).
COc1ccc(NC(=O)N(C)C[C@H]2Oc3ccc(NS(=O)(=O)c4ccc(OC)cc4)cc3C(=O)N([C@H](C)CO)C[C@@H]2C)cc1 was read as IDE cell activ 3 and IDE inh 4.
For COc1ccc(CC(=O)OCC(=O)NCc2ccco2)cc1 the results were IDE cell activ 9 and IDE inh -5.
For CCN1C(=O)[C@@H]2[C@@H](c3ccc(-c4ccc(OC)cc4)c(OC)c3)N3CCCC[C@@]3(C(=O)OC)[C@@H]2C1=O the results were IDE cell activ 4 and IDE inh 1.
For O=C(CCC(=O)c1ccc(F)cc1)NCC1(N2CCCCC2)CCCCC1 the results were IDE cell activ 4 and IDE inh 6.
Screening COc1ccccc1C(=O)COC(=O)c1cccc(-n2cnnn2)c1 returned IDE cell activ 2 and IDE inh 2.
`CCOC(=O)N1CCN(S(=O)(=O)c2ccc(C(=O)N(CCCN(C)C)c3nc4cc(OC)ccc4s3)cc2)CC1` gave IDE cell activ 5 and IDE inh 3.
`c1ccc(-c2cc(-c3ccccc3)ncn2)cc1` gave IDE cell activ 2 and IDE inh 0.
Screening COc1ccc(Cl)cc1C(=O)OCC(=O)NCc1cccs1 returned IDE cell activ -3 and IDE inh -1.
Cc1ccc(N2CC(C(=O)OCC(=O)c3c(N)n(CC(C)C)c(=O)n(C)c3=O)CC2=O)cc1 (stereo unspecified) was read as IDE cell activ 2 and IDE inh -3.
For COc1ccc(Cl)cc1NC(=O)C(C)OC(=O)Cn1cc(C(F)(F)F)ccc1=O (stereo unspecified) the results were IDE cell activ 3 and IDE inh 0.
For Cc1ccnc(NC(=O)c2cccc(NC(=O)CC3SC(N4CCCCC4)=NC3=O)c2)c1 (stereo unspecified) the results were IDE cell activ 3 and IDE inh 6.
`CC(=O)c1c(C)[nH]c(C(=O)OCC(=O)Nc2cccnc2Cl)c1C` gave IDE cell activ 5 and IDE inh -2.
`CC1=N/C(=C\c2ccccc2Cl)C(=O)O1` gave IDE cell activ 4 and IDE inh 0.
Screening COc1cccc(NC(=O)C2CSC3(C)CCC(=O)N23)c1 (stereo unspecified) returned IDE cell activ 5 and IDE inh 0.
CC1CC1C(=O)OCC(=O)Nc1cccc(F)c1 (stereo unspecified) was read as IDE cell activ -1 and IDE inh -3.
For O=C(N=C1SC2CS(=O)(=O)CC2N1c1ccccc1)c1cccc([N+](=O)[O-])c1 (stereo unspecified) the results were IDE cell activ 6 and IDE inh -4.
For CCN(C[C@H]1N[C@@](CC)(C(=O)OC)[C@H]2C(=O)N(Cc3ccccc3)C(=O)[C@@H]12)C(=O)Nc1ccc(C)cc1 the results were IDE cell activ -4 and IDE inh 1.
COc1cc(NC(=O)CN2C(=O)NC3(CCOc4ccccc43)C2=O)cc(OC)c1 (stereo unspecified) was read as IDE cell activ 3 and IDE inh 0.
`CCCCn1c(N)c(N(CC(C)C)C(=O)CSCc2c(C)noc2C)c(=O)[nH]c1=O` gave IDE cell activ 5 and IDE inh -3.
`CCCN(CC1CC1)c1nc(C)nc(Nc2c(Cl)cc(Cl)cc2Cl)c1Cl` gave IDE cell activ 1 and IDE inh 1.
`CCOC(=O)C1CCN(C(=O)COC(=O)c2c(C)c(CC)nc3ccccc23)CC1` gave IDE cell activ 1 and IDE inh -3.
O=C(O)C[C@H]1c2ccccc2S(=O)(=O)N1C1CCCC1 was read as IDE cell activ 5 and IDE inh 2.
For Cc1ccc(S(=O)(=O)N2CCN(C(=O)c3cc(S(=O)(=O)N(C)C)ccc3N3CCCC3)CC2)cc1 the results were IDE cell activ -3 and IDE inh 9.
CN(Cc1ccccc1)C(=O)COC(=O)c1cc(=O)c2ccccc2o1 was read as IDE cell activ -4 and IDE inh 2.
`O=C(NCC1CCCCC1)c1cc(S(=O)(=O)N2CCCCC2)ccc1Cl` gave IDE cell activ 6 and IDE inh -5.
Screening O=C(NCCC1CCCCN1S(=O)(=O)c1cccs1)C(=O)Nc1ccccc1F (stereo unspecified) returned IDE cell activ 2 and IDE inh -1.
